Screening data as filed in PubChem BioAssay.
IL-1B inflam inh = inflammasome signaling inhibition, IL-1 beta readout; activity change, % at 57.5 µM; 4.7% of 360,000 active; AID 743279; THP-1 LPS/ATP IL-1B secretion, AlphaLISA, 16 h; stronger effect = lower value; in the data active = activity change below about -50%; inconclusive = mostly about -30% to -49%; also: % is scaled to controls: 0 for no effect and ±100 for the full control effect
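Secreted IL-1B measured by AlphaLISA bead assay after 16 h compound exposure of THP-1 cells; compounds (final up to 57.5 uM) added 1 h before LPS (250 ng/mL) and ATP (1.25 mM) stimulation; lower signal means less secretion.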
HT1080 IDH1KD tx = HT-1080 IDH1 knockdown cell toxicity (counter line) | HT-1080 IDH1 knockdown viability, ATP luminescence, 48 h | Potency, µM (series often up to 46.1 µM), without a hit: at the top dose activity, negative = toxicity, actives largely listed as cytotoxic | 2% of 360,000 active | AID 686971;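 also: potency is read from the fitted curve at half-maximal effect; 0% = DMSO wells and -100% = cell-free medium wells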
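Cytotoxicity counter-line: IDH1KD HT-1080, 48 h, CellTiter-Glo. Curves classed by r2, magnitude and activity.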
ATXN viability = reduces viability in counter-screen for ATXN expression inhibitors. 0.49% of 400,000 active. Potency, µM (doses to about 56.7 µM), actives largely listed as cytotoxic. S2 cells (HEK-293 line with an ATXN2-luciferase reporter) viability, CellTiter-Fluor protease fluorescence, 24 h; also: potency is read from the fitted curve at half-maximal effect; nearly all actives have a fitted effect of over 40% in size
MCF10A rereplic = DNA re-replication induction in MCF 10a cells; MCF 10A DNA re-replication, Hoechst nuclear intensity, 48 h; AID 624296; Potency, µM (series often up to 46.1 µM), inactives show at the highest dose activity, positive = re-replication, actives largely listed as activators; 2.9% of 350,000 active; also: potency is read from the fitted curve at half-maximal effect; % of control where 0% means no effect; nearly all actives have a fitted effect of over 50% in size
SW480 rereplic = induces DNA re-replication in SW480 colon adenocarcinoma cells. SW480 DNA re-replication, Hoechst DNA content imaging, 48 h. Potency, µM (highest dose often 46.1 µM), for inactives: at the top dose re-replication activation, usual class: activators. 1.8% of 340,000 active; also: potency is read from the fitted curve at half-maximal effect; % of control where 0% means no effect; nearly all actives have a fitted effect of over 55% in size
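Per well, 250 cells were exposed to pinned compound for 48 hr. Nuclear DNA was visualised with Hoechst (40 min, 37 C) and total object intensity recorded by fluorescence scanning.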
KB-3-1 cytotox = kills parental KB-3-1 adenocarcinoma cells; Potency, µM (series often up to 46.1 µM), for the others: top-dose activity change, negative = cytotoxic, usual class: cytotoxic; KB-3-1 viability, CellTiter-Glo ATP luminescence, 72 h; 1.4% of 400,000 active; AID 1347075; also: potency is read from the fitted curve at half-maximal effect; % is scaled to controls: 0 for no effect and ±100 for the full control effect; nearly all actives have a fitted effect of over 60% in size
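Multi-concentration cytotoxicity screen in KB-3-1 cells grown in DMEM lacking phenol red with 10% FBS. After 72 h at 37 °C with compound, ATP-dependent luminescence was recorded.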
ATXN2 expr inh = reduces ATXN2 reporter expression in HEK-293 cells. HEK-293 ATXN2-luciferase reporter, luminescence, 24 h. Potency, µM (highest dose often 57 µM), inactives show at the highest dose activity change, negative = inhibition, actives largely listed as inhibitors. 0.72% of 360,000 active; also: potency is read from the fitted curve at half-maximal effect; % is scaled to controls: 0 for no effect and ±100 for the full control effect; nearly all actives have a fitted effect of over 55% in size
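qHTS (up to 57 uM final) was run with 24 h compound exposure of reporter cells at 37 °C. Each well was multiplexed: SteadyGlo luminescence measured ATXN2-luciferase expression after a fluorogenic Gly-Phe-AFC viability readout (25 uM final).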
HepG2 tox = kills HepG2 cells in TGF-b inhibitor counter-screen | HepG2 CAGA-GFP viability, ATP luminescence, 18 h | Potency, µM (series often up to 46.1 µM), without a hit: at the highest dose activity change, negative = cytotoxicity, most hits filed as cytotoxic | 0.76% of 410,000 active | AID 588856; also: potency is read from the fitted curve at half-maximal effect; some results filed as inactive show a strong effect at the top dose
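HepG2 CAGA-GFP cells (1000/well, DMEM with 1% FBS) received compound, then TGF-beta at 500 pg/mL final, and were incubated 18 hours at 37 degrees C. Viability was read by CellTiter-Glo luminescence. Media-only wells were set as complete cell-killing and DMSO as no toxicity.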
HT1080-NT tox = kills 2HG-producing HT-1080-NT fibrosarcoma cells; HT-1080-NT fibrosarcoma viability, CellTiter-Glo ATP luminescence, 48 h; Potency, µM (doses to about 46.1 µM), for inactives: at the highest dose activity, negative = less viability, hits mostly cytotoxic; AID 686970; 1.6% of 360,000 active;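 also: NT is the 2HG producing partner of a matched IDH1 knockdown line; potency is read from the fitted curve at half-maximal effect; 0% = DMSO-treated cells and -100% = media-only wells without cells; nearly all actives have a fitted effect of over 55% in size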
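A 48-hour cytotoxicity screen used HT-1080-NT cells plated 2 hours before compound delivery. ATP-based CellTiter-Glo luminescence measured viability, normalized to DMSO and no-cell controls.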
Active calls of the source: *; i = inactive; ? = inconclusive; . = not tested or not shown; [ ] = remark or other dose. Unless noted, calls follow the shape of the dose curve; as a rule, active = well fitted curve in the direction sought with a large enough effect; inconclusive = small, poorly fitted or top-dose-only effect, or another doubt; inactive = no such curve, though single readings can be large; an effect the other way counts as inactive or inconclusive.

Values run as follows: IL-1B inflam inh	HT1080 IDH1KD tx	ATXN viability	MCF10A rereplic	SW480 rereplic	KB-3-1 cytotox	ATXN2 expr inh	HepG2 tox	HT1080-NT tox
1. Cc1ccc(C)c(C(=O)CSc2nc(C)cc(=O)[nH]2)c1
→ 10	3%	i	0%	3%	2%	.	-8%	2%
2. CCN(CC)S(=O)(=O)c1ccc(Cl)c(C(=O)NC)c1
→ 14	1%	i	-8%	-4%	-3%	13%	-5%	-2%
3. CCOC(=O)N1CCC(n2c(SCC(=O)c3ccccc3)nc3ccsc3c2=O)CC1
→ -16	10%	?	0%	-3%	-20%	?	-31%	1%
4. CCc1nnc(NS(=O)(=O)c2ccc(NC(=O)CCC(=O)OC)cc2)s1
→ 39	4%	i	0.58µM*	-17%	11%	19%	2%	4%
5. CN1CCN(S(=O)(=O)c2ccc(Nc3cccc(Cl)c3)c([N+](=O)[O-])c2)CC1
→ -8	-12%	i	-1%	-1%	-8%	-24%	-9%	-10%
6. COc1ccc(-c2cn3nc(N4CCCC(C(=O)NCc5ccc(Cl)cc5)C4)sc3n2)cc1 (stereo not given)
→ .	.	i	.	.	?	13%	-11%	.
7. Cc1nc2nc(C)n(CCN3CCOCC3)c(=O)c2c(-c2cccc([N+](=O)[O-])c2)c1C(=O)CCCCCCCCCCN1CCC(c2ccccc2)(c2ccccc2)CC1
→ -99*	21µM*	.	?	1%	?	?	11µM*	?
8. CCC[n+]1c(C)sc2c3c(ccc21)CCCC3
→ -97*	?	?	?	-2%	?	?	-4%	?
9. Cc1c2cnn(-c3ccccc3)c(=O)c2c(C)n1CCCC(=O)N1CCN(C)CC1
→ -26	-1%	i	2%	-16%	1%	13%	-2%	-9%
10. Cc1ccccc1NC(=O)C1CCCN(S(=O)(=O)c2ccc3c(c2)C(C)(C)C(=O)N3C)C1 (stereo not given)
→ -1	1%	i	-7%	-20%	8%	6%	-1%	-2%
11. Cc1onc(-c2ccccc2Cl)c1C(=O)Oc1cccc2cccnc12
→ 0	23µM*	i	?	?	-10%	3%	-29%	-3%
12. CC(C)COC(=O)Nc1nnc(SCCOc2ccccc2)s1
→ -3	-1%	i	?	12%	-2%	1%	-25%	2%
13. CCOC(=O)N1CCN(c2c(NCCCN(C)c3ccccc3)c(=O)c2=O)CC1
→ -6	15%	i	8%	-15%	3%	-3%	2%	29%
14. CCN(CC)c1ccc(S(=O)(=O)N2CCOCC2)cc1NC(=O)CN1C(=O)NC2(CCC(C)CC2)C1=O (stereo not given)
→ -6	-3%	i	2%	16%	-2%	4%	-3%	2%
15. Cc1ccc(NC(=O)CCC(=O)NNC(=S)Nc2ccc(F)cc2)c(C)c1
→ 27	4%	i	-21%	-12%	?	-2%	-4%	9%
16. Cc1ccccc1-c1nn(-c2ccc(F)cc2F)cc1CNCCCO
→ 0	-10%	i	-2%	-8%	0%	-7%[11.3 µM]	-8%	-8%
17. COc1ccc(C(=O)Nc2nc3ccccc3c(=O)[nH]2)cc1
→ 22	0%	i	-3%	-3%	-1%	25%	-26%	7%
18. C[C@@H]1O[C@@H](OCCC(=O)O)[C@H](O)C[C@H]1O
→ 8	-6%	i	-8%	-4%	2%	-5%	-16%	-2%
19. O=S(=O)(NC1=NCCCCC1)c1ccc(Cl)cc1Cl
→ ?	7%	i	12%	3%	9%	2%	1%	20%
20. Cn1c(=O)[nH]c(=O)c2c1nc(N(CCO)Cc1ccccc1)n2CCCc1ccccc1
→ -8	-24%	i	5%	-15%	?	-5%	-32%	-10%

Full records as entered above. Order of screens: IL-1B inflam inh | HT1080 IDH1KD tx | ATXN viability | MCF10A rereplic | SW480 rereplic | KB-3-1 cytotox | ATXN2 expr inh | HepG2 tox | HT1080-NT tox
O=S(=O)(NC1=NCCCCC1)c1ccc(Cl)cc1Cl as listed: ? | 7% | i | 12% | 3% | 9% | 2% | 1% | 20%
CCC[n+]1c(C)sc2c3c(ccc21)CCCC3 as listed: -97* | ? | ? | ? | -2% | ? | ? | -4% | ?

Next part
Values run as follows: IL-1B inflam inh	HT1080 IDH1KD tx	ATXN viability	MCF10A rereplic	SW480 rereplic	KB-3-1 cytotox	ATXN2 expr inh	HepG2 tox	HT1080-NT tox
21. CC(=O)c1cccc(NC(=S)NC(=O)C(C)C)c1
→ -8	25%	i	-6%	-8%	6%	2%	0%	4%
22. CCOc1ccc2nc(NC(=O)Cn3[nH]c(=O)c4ccccc4c3=O)sc2c1
→ 58	8%	i	21µM*	123%	?	.	-26%	6%
23. COc1ccccc1NC(=O)C1=C(C)Nc2nnnn2C1c1ccccc1OC (stereo not given)
→ 20	-2%	i	-4%	3%	18%	0%	2%	2%
24. Cc1ccc(-c2ccc(CCC(=O)O)n2-c2ccc(O)cc2)cc1
→ -1	-1%	i	7%	-6%	0%	5%	-3%	-5%
25. CC/C(=N/NC(=O)c1ccc(Br)o1)c1ccc(Cl)cc1
→ -4	15%	?	1%	-107%[inhibitor]	14%	-3%	11%	16%
26. COCCNC(=O)C(=O)NCC1OCCN1C(=O)c1ccc(Cl)cc1 (stereo not given)
→ -14	2%	i	3%	-3%	8%	4%	-23%	6%
27. CC(=O)Nc1ccc(S(=O)(=O)Nc2cccc(N(C)S(C)(=O)=O)c2)cc1
→ 11	-1%	i	11%	2%	-13%	-8%	-28%	-4%
28. O=[N+]([O-])c1cc2c(cc1/C=N/n1cnnc1)OCO2
→ -3	-4%	.	1%	-6%	0%	-34%	39%	1%
29. CCOc1cc(NC(=S)NCCCN2CCOCC2)c(OCC)cc1NC(=O)c1ccccc1
→ -3	-2%	i	25%	6%	-2%	-10%	0%	-1%
30. Cc1cc(/C=C2\C(=N)N3C(SCc4ccccc4)=NSC3=NC2=O)c(C)n1Cc1ccccc1
→ 32	24%	?	11%	-4%	0%	-5%	4%	-6%
31. O=C(Cn1c(C(F)(F)F)nc2ccccc21)Nc1ccccc1C(=O)O
→ 16	?	.	8%	-1%	?	44%[activator]	5%	-15%
32. COc1ccc2c(Cl)c(C(=O)NCCc3ccc(S(N)(=O)=O)cc3)sc2c1
→ 11	-24%	i	-4%	-7%	3%	0%	23%	-8%
33. CC(=O)/C=C\c1cn(-c2ncc(C(F)(F)F)cc2Cl)c2ccccc12
→ -81*	?	i	?	?	21µM*	-34%	-7%	-29%
34. O=C(c1ccncc1)N1CCN(C(=O)c2cccc3ccccc23)CC1
→ 11	-1%	i	-1%	1%	-10%	3%	-1%	2%
35. CCOC(=O)c1c(CN2CCC(C)CC2)n(C)c2cc(Br)c(OC)cc12
→ -13	0%	i	0%	-14%	3%	-27%	-27%	18%
36. C=C(C)CNC(=S)N/N=C/c1c(F)cccc1F
→ -15	-13%	i	-6%	-5%	5%	-2%	-8%	-16%
37. C[C@@H]1CN([C@H](C)CO)C(=O)CCCn2cc(nn2)CO[C@H]1CN(C)C(=O)Nc1ccc(F)cc1
→ -7	-12%	i	.	.	-5%	-4%	-2%	-9%
38. Cc1cc(S(=O)(=O)NCc2cccnc2)ccc1F
→ -6	13%	?	0%	2%	14%	3%	-13%	0%
39. COc1ccc(C(=O)Cn2c(Cl)nc3c2c(=O)n(C)c(=O)n3C)cc1
→ 38	-13%	?	8%	-50%[inhibitor]	-5%	-20%	-8%	-18%
40. COC(=O)CSc1nc2ncccc2[nH]1
→ 0	9%	i	1%	-6%	1%	7%	-1%	16%
41. CCOC(=O)N1CCN(C(=O)c2ccc3nc4ccsc4c(=O)n3c2)CC1
→ 10	-5%	i	0%	2%	3%	8%	19%	-8%
42. CCOC(=O)COc1ccc(/C=C2\NC(=S)N(CC)C2=O)cc1
→ -26	-4%	i	4%	-2%	-9%	2%	2%	-5%
43. COC(=O)[C@H]1C[C@@]2(O)CN(S(=O)(=O)c3ccc(C)cc3)C[C@@]2(OC(=O)NC2CCCC2)C[C@H]1C(=O)OC
→ 22	11%	i	.	.	19%	2%	-3%	9%
44. Cc1ccc(S(=O)(=O)N/N=C/c2cc([N+](=O)[O-])ccc2O)cc1[N+](=O)[O-]
→ -2	-8%	i	0%	2%	25%	-12%[11.3 µM]	37%	-10%
45. CN(C)CC(C)(C)CNS(=O)(=O)c1cccc(Cl)c1Cl
→ 9	0%	i	3%	0%	1%	2%	-13%	2%
46. CCNC(=S)N(CCc1ccc(S(N)(=O)=O)cc1)C1CC(=O)N(c2ccccc2)C1=O (stereo not given)
→ -26	?	i	-12%	?	?	2%	-10%	-28%
47. CN[C@@H](CO)C(=O)NC[C@H]1O[C@@H](n2cnc3c(=O)[nH]c(N)nc32)[C@H](O)[C@@H]1O
→ 19	15%	i	.	.	0%	2%	-28%	14%
48. CC1Sc2ccc(S(=O)(=O)N3CCC(C(=O)NCC(C)c4ccccc4)CC3)cc2NC1=O (stereo not given)
→ -15	-21%	i	20%	0%	-27%	-22%	-26%	-25%
49. CCN1C(=O)[C@H]2[C@@H](c3ccc(-c4ccc(C(C)=O)cc4)cc3)N3CCCC[C@@]3(C(=O)OC)[C@H]2C1=O
→ -20	4%	i	22%	?	?	10%	-8%	2%
50. COC(=O)C1=C(Cn2cnc3ccccc32)NC(=O)NC1c1cc(C)ccc1C (stereo not given)
→ -9	-23%	i	12%	28%	6%	-7%	-15%	-16%
51. C=C1CCC[C@]2(C)C[C@H]3OC(=O)C(CN(C)CC(OC)OC)[C@H]3CC12 (stereo not given in full)
→ -92*	?	i	?	?	?	-22%	-3%	-2%
52. COc1ccc(NC2=C(c3ccccc3)C(=O)c3ccccc32)cc1Cl
→ .	.	i	.	.	-10%	-8%	-38%	.
53. CCN(CC)CCCN1C(=O)c2oc3ccccc3c(=O)c2C1c1cc(OC)ccc1OC (stereo not given)
→ 19	-4%	i	2%	-1%	11%	2%	-1%	10%
54. CCSc1nnc(-c2c[nH]c3ccccc23)o1
→ -12	0%	?	-1%	-6%	17%	69%[activator]	4%	-19%
55. O=C(CSc1nc(O)c(C(c2ccccc2)c2ccccc2)c(=O)[nH]1)N1CCOCC1
→ ?	-5%	i	-28%	-4%[1.84 µM]	?	4%	-11%	-6%
56. COc1cc(C(=O)NC2=C(C#N)CCC2)cc(OC)c1OC
→ -26	3%	i	21%	-2%	-8%	.	1%	-2%
